# NPR1 activator – GC-A stimulated cGMP production enhancers – HEK293 GC-A cells, cGMP TR-FRET, EC30 ANP, primary screen. 0% at EC30 ANP, 100% saturating ANP. AID 1671463, 2021. 0.14% of 370,000 active. Atrial natriuretic peptide receptor 1 (Homo sapiens), P16066. activation, % at 10 µM; in the data active means activation above about 40%
# Target sequence (P16066 whole entry, looked up): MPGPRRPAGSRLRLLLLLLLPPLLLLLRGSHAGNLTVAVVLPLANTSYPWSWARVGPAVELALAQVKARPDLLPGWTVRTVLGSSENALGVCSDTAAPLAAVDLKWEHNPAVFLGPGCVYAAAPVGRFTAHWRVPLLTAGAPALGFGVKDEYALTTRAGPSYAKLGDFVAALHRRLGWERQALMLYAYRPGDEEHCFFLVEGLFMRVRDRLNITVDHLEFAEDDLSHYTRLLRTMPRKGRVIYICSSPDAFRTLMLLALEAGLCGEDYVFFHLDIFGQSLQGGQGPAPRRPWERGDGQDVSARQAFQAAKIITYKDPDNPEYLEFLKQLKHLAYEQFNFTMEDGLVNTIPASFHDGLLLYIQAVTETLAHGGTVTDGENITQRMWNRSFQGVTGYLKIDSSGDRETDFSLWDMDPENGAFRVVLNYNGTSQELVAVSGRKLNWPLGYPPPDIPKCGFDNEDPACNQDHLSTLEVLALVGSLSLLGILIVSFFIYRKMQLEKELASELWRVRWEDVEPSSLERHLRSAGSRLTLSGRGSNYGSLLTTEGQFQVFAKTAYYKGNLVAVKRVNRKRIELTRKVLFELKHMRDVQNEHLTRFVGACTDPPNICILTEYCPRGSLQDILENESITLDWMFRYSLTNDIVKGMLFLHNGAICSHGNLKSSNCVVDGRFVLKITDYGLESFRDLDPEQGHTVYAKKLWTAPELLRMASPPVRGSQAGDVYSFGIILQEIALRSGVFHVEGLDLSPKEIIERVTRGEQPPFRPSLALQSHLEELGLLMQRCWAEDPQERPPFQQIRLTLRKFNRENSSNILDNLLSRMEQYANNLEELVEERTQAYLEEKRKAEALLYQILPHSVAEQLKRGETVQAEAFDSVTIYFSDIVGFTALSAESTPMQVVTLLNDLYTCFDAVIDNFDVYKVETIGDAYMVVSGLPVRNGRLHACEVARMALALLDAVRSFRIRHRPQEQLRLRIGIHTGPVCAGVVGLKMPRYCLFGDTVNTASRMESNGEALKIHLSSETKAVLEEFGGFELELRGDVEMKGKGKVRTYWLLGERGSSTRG
# HTRA1 inhibitor – HTRA1 serine protease inhibitors, primary screen, biochemical, fluorescence polarization, HTS; recombinant HTRA1, FP-rhodamine activity-based probe; inhibition, % at 5.96 µM; 0.5% of 340,000 active; AID 504803, 2011; in the data active means inhibition above about 36%;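 further: 0% = enzyme with DMSO and 100% = wells lacking enzyme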
# SIAE primary – human SIAE inhibitors, primary screen, biochemical, fluorescence polarization, FP-Rh probe, 1536-well HTS | Sialate O-acetylesterase (Homo sapiens), Q9HAT2 | SIAE FP-Rh probe binding | inhibition, % at 9.66 µM | 0.69% of 370,000 active;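 active means inhibition above a cutoff: mean of compounds within the control limits plus 3 SD of those, cut at about 17% in these data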;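 further: 0% = plate median of compound wells and 100% = probe without SIAE protein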
# MBD2 inh – inhibitors of MBD2 binding to methylated DNA, primary screen, biochemical, TR-FRET, DNA-binding domain, human; AID 686964, 2013; MBD2 binding to methylated oligonucleotide; 0.31% of 370,000 active; inhibition, % at 4.4 µM; Methyl-CpG-binding domain protein 2 (Homo sapiens), Q9UBB5; in the data active means inhibition above about 13%
# rCAG RNA binder – binders of r(CAG) RNA repeats, primary screen, biochemical, fluorescence. r(CAG) RNA repeat, TO-PRO-1 dye displacement fluorescence. inhibition, % at 3 µM. 1.3% of 370,000 active;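 active means inhibition above the plate cutoff, the mean of all test compounds on that plate plus 3 SD, cut at about 35% in these data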;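 further: 0% = DMSO alone and 100% = 100 µM mitoxantrone as full dye displacement; higher means more dye released from RNA so lower well fluorescence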
# PRMT1 inh – PRMT1 methyltransferase inhibitors, primary screen, biochemical, fluorescence polarization | recombinant PRMT1, activity-based probe fluorescence polarization | inhibition, % at 2.79 µM | 1.3% of 370,000 active;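 active means inhibition above about 21% made by adding two undisclosed values, limit read from the data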
# TCR-CD3 inh – inhibitors of human TCR-CD3 interaction, primary screen, biochemical, fluorescence, TAMRA-labeled TCR probe | T-cell receptor (TCR) | inhibition, % at 9.4 µM | 0.37% of 360,000 active; in the data active means inhibition above about 19%;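 further: recombinant mutant TCR 2C K166C tagged with TAMRA read by polarization; 0% = receptor in buffer alone and 100% = receptor with positive control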
# UHRF1 binding – UHRF1 methylated DNA binding inhibitors, primary screen, counter-screen for MBD2 inhibitor project, biochemical, TR-FRET, human UHRF1, single concentration | E3 ubiquitin-protein ligase UHRF1 (Homo sapiens), Q96T88 | UHRF1 binding to methylated oligo | inhibition, % at 4.4 µM | 0.75% of 370,000 active | AID 687016, 2013; in the data active means inhibition above about 21%;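 further: UHRF1 SRA domain binding a hemimethylated CpG hairpin DNA probe; 0% = median of test compound wells and 100% = reference inhibitor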
# NPR2 activator – human GC-B receptor activators, primary screen, HEK293 GC-B cells, cGMP TR-FRET, EC30 CNP; Atrial natriuretic peptide receptor 2 (Homo sapiens), P20594; 0% at EC30 CNP, 100% saturating CNP; activation, % at 10 µM; 0.11% of 370,000 active;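 active means activation at 10 µM reaching about 35% in either raw or pattern-adjusted values, limit read from the data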
# mABHD4 FP – ABHD4 inhibitors, primary screen, biochemical, fluorescence polarization, mouse | (Lyso)-N-acylphosphatidylethanolamine lipase (Mus musculus), Q8VD66 | purified mABHD4, FP-Rh probe fluorescence polarization | inhibition, % at 8.92 µM | 0.54% of 370,000 active | AID 720543, 2013;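 active means inhibition exceeding the mean over every tested compound plus 3 SD, cut at about 30% in these data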;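 further: 0% = plate median of compound wells and 100% = S159A mutant with DMSO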
#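 system = mouse ABHD4 enzyme, wild type | medium = HEPES pH 7.0, NaCl, Pluronic buffer | also added = FP-Rh probe | incubation = Enzyme–compound pre-incubation 45 min, then probe 60 min, both 25 °C | technique = fluorescence polarization, excitation 525 nm, emission 598 nm, BODIPY TMR filters | controls = S159A mutant high control, sample median low control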
# * = called active by the depositor; · = no result given; & = joins results of further samples. Only part of the results is shown (hit frequency here may not be typical).
# The first 2 entries, to show the layout:
SMILES,NPR1 activator,HTRA1 inhibitor,SIAE primary,MBD2 inh,rCAG RNA binder,PRMT1 inh,TCR-CD3 inh,UHRF1 binding,NPR2 activator,mABHD4 FP
CC(=O)OCC(=O)C1(O)CCC2C3CCC4=CC(=O)CCC4(C)C3(F)C(O)CC21C (stereo unspecified),-1,-6,0,3,-1,0,0,0,-1,-1
Cc1ccc(S(=O)(=O)Nc2ccc(Nc3nccn4c(-c5cccc(OC(F)(F)F)c5)cnc34)cc2)cc1,1,·,4,1,15,-3,-9,90*,7,-2

# The listing, from the start:
SMILES,NPR1 activator,HTRA1 inhibitor,SIAE primary,MBD2 inh,rCAG RNA binder,PRMT1 inh,TCR-CD3 inh,UHRF1 binding,NPR2 activator,mABHD4 FP
CC(=O)OCC(=O)C1(O)CCC2C3CCC4=CC(=O)CCC4(C)C3(F)C(O)CC21C (stereo unspecified),-1,-6,0,3,-1,0,0,0,-1,-1
Cc1ccc(S(=O)(=O)Nc2ccc(Nc3nccn4c(-c5cccc(OC(F)(F)F)c5)cnc34)cc2)cc1,1,·,4,1,15,-3,-9,90*,7,-2
CCOc1ccc(S(=O)(=O)N2CCOCC2)cc1NC(=O)Cc1c(F)cccc1Cl,4,-6,-1,3,-3,2,-12,0,5,0
CCOc1ccccc1N/C=C(\C#N)c1nc2ccccc2n1C,-12,0,-3,4,0,-2,-3,14,-1,2
N#Cc1nc(COc2cccc(Cl)c2)oc1N1CCCC1,-5,-9,1,1,0,0,1,0,0,-6
Cc1noc(C)c1S(=O)(=O)N(C)C[C@H]1Oc2ccc(NC(=O)Cn3cnnn3)cc2C(=O)N([C@H](C)CO)C[C@@H]1C,1,8,3,-3,-2,-4,0,3,2,1
CC(C)CC(c1nnnn1Cc1ccc2c(c1)OCO2)N1CCC(C(N)=O)CC1 (stereo unspecified),1,-1,2,1,-3,1,3,1,1,-4
O=C(C(=Cc1ccc(O)cc1)c1ccccc1)c1ccccc1,-8,·,-2,8,10,11,-3,1,-11,-45
COc1ccc(C(=O)NNC(=O)OC(C)(C)C)cc1,0,4,8,-3,-1,-3,6,0,2,-13
CN(CC(=O)Nc1cccc(C#N)c1)Cc1ccc(Cl)cc1,-3,-12,2,-1,-6,-2,-2,-4,5,-2
CC(C)n1nnnc1C1(C)CCSCC(=O)N1Cc1cccc(C(F)(F)F)c1 (stereo unspecified),-2,·,1,-3,3,1,·,-1,3,-3
O=C1CC(C(=O)Nc2ccc(Br)cc2)S/C(=N\N=C\c2ccco2)N1 (stereo unspecified),2,-1,-10,-7,32,0,4,0,-7,1
Cn1c2ccccc2n2c(=O)cc(-c3ccccc3)c(C#N)c12,3,-4,5,3,2,-3,-2,2,-11,0
CCOC(=O)C1CCCN(c2c(NCCCN(C)c3ccccc3)c(=O)c2=O)C1 (stereo unspecified),-1,-1,-1,-6,1,1,5,-1,-7,2
COCCN(CC1CCCN(C2Cc3ccccc3C2)C1)C(=O)CCC(F)(F)F (stereo unspecified),-2,1,7,-6,-5,-3,-3,0,-1,1
CCOc1ccc(S(=O)(=O)N2CCCC(C(=O)NCc3ccco3)C2)cc1 (stereo unspecified),-2,-6,0,2,-1,5,-4,2,-2,1
COc1ccccc1CC(=O)N1CCN(c2ccccn2)CC1,1,2,6,-6,-1,2,0,0,1,-3
O=C1NC(=S)N(C(=O)c2ccc(F)cc2)/C1=C/c1ccccc1,-3,-24,-27,0,36*,-12,0,-5,-4,0
CCCCn1c(SCC(=O)NC(=O)Cc2ccccc2)nc2ccccc2c1=O,-5,4,2,3,0,4,-6,0,-3,1
FC(F)Oc1ccc(NC(=S)Nc2ccc3cn[nH]c3c2)cc1,2,4,3,0,3,5,2,0,-6,2
Cc1cc(C)n2nc(-c3ccco3)nc2n1,6,1,6,6,-1,6,1,2,2,5
COc1ccc(C/C(N)=N/OC(=O)c2ccc(Cl)cc2)cc1,5,-8,-1,-1,-1,-2,1,10,2,-4
O=c1/c(=C/c2ccco2)sc2nc(-c3ccccc3Br)nn12,13,1,-4,4,14,7,2,3,-6,6
CCOC(=O)CC1ON(C)C(=O)N1c1ccc([N+](=O)[O-])cc1 (stereo unspecified),2,-4,-6,2,4,1,0,4,-1,2
Cn1c(N)c(C#N)c(C#N)c1-c1ccccc1,1,-3,-5,0,1,1,3,-3,0,-1
Cc1ccc(S(=O)(=O)N2CCN(C(=O)COC(=O)/C=C/c3ccccc3[N+](=O)[O-])CC2)c(C)c1,-2,-9,-2,4,3,-2,8,-4,-1,5
CCCC(=O)OCC(=O)Nc1cc(Cl)ccc1[N+](=O)[O-],0,0,-2,-1,-3,-5,4,-3,-3,2
CC1CC(=O)c2ccccc2C1C (stereo unspecified),-4,0,4,1,1,0,1,0,-1,2
C=CCn1c(=O)c2ccccc2n2c(SCC(=O)Nc3sc(C)c(CC)c3C(=O)OCC)nnc12,0,-4,0,-2,10,0,4,-2,4,3
CCN1CCN(c2nc3c(c(=O)[nH]c(=O)n3C)n2CCCc2ccccc2)CC1,0,-5,2,1,-8,-1,2,-2,-2,-10
O=C(N/N=C/c1cccs1)c1c[nH]c2ccccc12,3,-12,2,-3,4,1,-1,-3,-8,-3
Cc1cc(C)c2c(=O)n3c(nc2c1)C(CC(C)C)NC(=O)c1cccnc1-3 (stereo unspecified),0,-18,-6,-1,-1,-1,9,-2,3,-5
CCN(CC)CC(=O)c1ccc(-c2ccccc2)cc1,17,-17,-7,-4,8,-2,5,0,-9,1
CN(C)C(=O)CCSc1nnc(-c2ccco2)o1,0,3,9,2,-1,-5,5,1,3,-1
C[C@H](NC(=O)c1nc[nH]c1C(=O)NC(c1ccccc1)c1ccccc1)C(=O)OCc1ccccc1,2,-30,-43,-5,4,0,3,-3,3,-41
CN(CC(=O)Nc1ccc(Cl)c(C(F)(F)F)c1)C(=O)/C=C/c1ccco1,-3,-10,-7,2,2,4,-4,0,-8,1
CCOC(=O)CSc1nc2sc3c(c2c(=O)n1-c1ccc(OC)cc1)CCN(C)C3,21,-9,-2,1,1,1,-8,-1,-5,-2
Cc1ccc(C)c(N2CCN(C(=O)C(Cc3ccccc3)n3cccc3)CC2)c1 (stereo unspecified),6,-23,0,-2,4,0,-4,-1,-1,-7
O=[N+]([O-])c1ccccc1S(=O)(=O)N1CCN(Cc2ccc3c(c2)OCO3)CC1,3,-2,-3,7,2,1,-6,5,3,13
CCCCCC(=O)NC(=S)Nc1cccc(-c2nc3ncccc3o2)c1,0,·,-5,-3,0,6,-1,2,-3,-2
Cc1cc(Nc2ccc(Cl)cc2)nc(NCc2ccccc2)n1,-7,-17,23*,3,5,1,-1,8,-7,17
CCCN(CC1CC1)C(=S)NC(=O)c1ccccc1Br,0,3,-1,6,4,5,-3,0,0,-2
O=C(NCCN1CCNC1=O)C1CCC(=O)N(CCc2ccccc2)C1 (stereo unspecified),-1,5,0,-6,-4,-3,4,1,1,-1
Cc1ccc(O)c(CCc2ccc(O)cc2)n1,-2,2,3,-5,-1,-3,5,-4,-2,0
CC(C)NC(=O)C12CC3CC(C1)CC(n1cnc(Cl)n1)(C3)C2,1,-1,0,2,2,-2,-2,-5,4,6
CC[n+]1c(/C=C/c2ccc(OC(C)=O)c(OC)c2)ccc2ccccc21,-12,-1,-4,-10,-2,-4,5,-4,-5,-1
CCCCCCC(=O)NC(Nc1ccc(S(N)(=O)=O)cc1)C(Cl)(Cl)Cl (stereo unspecified),6,-14,0,0,7,3,-1,-1,5,-5
CCOC(=O)/C=C1\CN(C(C)c2ccccc2)S(=O)(=O)c2ccccc21 (stereo unspecified),-2,-1,1,-2,-3,-1,3,-2,-2,-3
Cn1c(-c2ccccc2)cc(=O)cc1-c1ccccc1,0,0,-2,-6,0,3,4,0,0,7
COC(=O)c1ccc(Cn2c(C)c(C(=O)NCc3cccc([N+](=O)[O-])c3)sc2=O)o1,-1,·,0,0,2,1,-2,0,-12,3
CC1CCN(C(=O)CN2C(=O)C(=O)N(C)C2=O)c2ccccc2S1 (stereo unspecified),5,-7,5,3,5,-3,-5,-3,7,3
CCC[C@H]1[C@@H](NC(=O)c2ccc(C)cc2)CC[C@@]23CCCN2C(=O)CCC[C@@H]13,-5,·,-1,0,·,3,·,1,-5,7
O=C(Nc1ccc(S(=O)(=O)N2CCC(C(=O)NC3CCCCC3)CC2)cc1)c1ccco1,-24,-4,-2,1,-1,-4,4,0,-7,3
COC(CNC(=O)[C@H](Cc1ccccc1)NC1(C(=O)NC2CCCCC2)CCCCC1)OC,2,·,8,7,·,-6,·,-2,-3,4
O=C(NC1CCN(S(=O)(=O)c2ccccc2F)CC1)c1cccnc1,0,6,5,0,5,7,-4,1,1,-3
Cn1c(=O)[nH]c(=O)c2c1nc(N1CCCCC1)n2C/C=N/NC(=O)c1cc(Br)ccc1O,-1,28,10,1,17,1,3,0,-1,12
CC(C)Cc1cc(C(=O)N2CCN(C(c3ccccc3)c3ccccc3)CC2)no1,2,-23,-6,-1,5,-3,2,0,2,20
CC(Oc1cccc(Cl)c1)C(=O)Nc1ccc(N2CCOCC2)cc1N1CCOCC1 (stereo unspecified),-1,4,10,-5,-9,2,-5,1,1,2
CC(C(=O)c1ccccc1)[n+]1cccc(C(N)=O)c1 (stereo unspecified),6,6,0,0,-3,2,-9,1,1,1
CCOC(=O)CC[C@H]1CC[C@]2(CCCN(S(=O)(=O)c3ccccc3)C2)O1,1,·,0,-2,1,2,·,1,-4,-1
# (next part)
SMILES,NPR1 activator,HTRA1 inhibitor,SIAE primary,MBD2 inh,rCAG RNA binder,PRMT1 inh,TCR-CD3 inh,UHRF1 binding,NPR2 activator,mABHD4 FP
C[C@H](CCC(=O)O)[C@H]1CC[C@H]2[C@@H]3[C@H](O)C[C@@H]4C[C@H](O)CC[C@]4(C)[C@H]3C[C@H](O)[C@]12C,-3&2&0,-4&-3&-3,3&5&4,-5&0&3,18&15&-1,-3&2&1,4&-2&-7,-1&2&0,-4&4&2,-4&-10&-3
CCCCn1c(N)c(N(CC(C)C)C(=O)c2ccc(S(=O)(=O)N3CCCCCC3)cc2)c(=O)[nH]c1=O,2,-2,1,1,1,1,1,1,0,20
CCc1c(C)nc(N)n2c(SCC(=O)N3CCCc4ccccc43)nnc12,4,2,10,2,3,-1,-4,-2,-7,-2
CC(C)c1ccc(NC(=O)Nc2nc(CN)cs2)cc1,-2,·,-2,-4,18,4,-7,4,-5,-1
COc1ccc2[nH]c3c(N4CC(C)OC(C)C4)ncnc3c2c1 (stereo unspecified),4,·,5,3,-2,-1,2,2,5,2
Clc1nc(CN2CCCCC2)nc2sc3c(c12)CCC3,-6,5,1,2,-2,5,1,-2,1,0
COc1ccccc1NC(=O)COC(=O)Cc1ccc(S(=O)(=O)N2CCCCC2)s1,2,-16,-6,1,4,-1,2,1,2,1
O=S(=O)(Nc1nc2ccccc2nc1Cl)c1ccc2ccccc2c1,4,-9,-10,1,49*,6,-9,2,-1,-19
COc1ccc(C(=S)Nc2ccccc2)cc1,1,4,0,2,-1,0,-5,-2,2,-4

# Screens as filed in PubChem.
